Bioassay records: PubChem, several laboratories
Mcl1-Noxa inh – Mcl-1/Noxa binding inhibitors, primary screen, biochemical, TR-FRET, 1536-well. Induced myeloid leukemia cell differentiation protein Mcl-1 (Homo sapiens), Q07820. AID 1022, 2008. actives 1.5% (n = 220,000). TR-FRET Mcl-1/Noxa peptide binding, 2 h. inhibition, % at 21.7 µM;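 active = compounds that cut the protein-peptide binding signal by more than 50% relative to plate controls in a single-dose test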;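 note: His-tagged Mcl-1 with rhodamine Noxa BH3 peptide and terbium anti-His antibody; 0% = Mcl-1 plus Noxa peptide wells and 100% = peptide-only wells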
Target sequence (Q07820 whole entry, looked up): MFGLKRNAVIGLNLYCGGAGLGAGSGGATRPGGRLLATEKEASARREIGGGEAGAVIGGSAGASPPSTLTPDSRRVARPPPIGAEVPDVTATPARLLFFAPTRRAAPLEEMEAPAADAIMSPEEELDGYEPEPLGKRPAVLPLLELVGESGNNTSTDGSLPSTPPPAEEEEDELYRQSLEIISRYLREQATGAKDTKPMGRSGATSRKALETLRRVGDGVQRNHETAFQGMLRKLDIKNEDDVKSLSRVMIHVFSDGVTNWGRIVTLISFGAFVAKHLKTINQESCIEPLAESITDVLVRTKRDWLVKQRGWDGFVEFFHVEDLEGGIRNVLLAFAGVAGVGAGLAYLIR
Rab7 wt GTP bind – modulators of GTP binding to Rab7, primary screen, biochemical, wildtype, multiplex bead flow cytometry | Rab7 GTPase wild type (dog), Bodipy-FL-GTP binding | GST-Rab7 beads, fluorescent GTP binding; actives lie on both sides; untreated = 100%, excess cold GTP = 0% | GTP binding activity (percent of control), % at 10 µM | actives 0.055% (n = 190,000) | AID 758, 2007;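 active = fluorescent GTP binding to Rab7 beads changed by at least 20 points from the 100% baseline, either direction, mostly lower; inconclusive = compound itself probably fluorescent, or too few beads counted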;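 note: median green fluorescence of bound Bodipy-FL-GTP per Rab7 bead population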
Avidin fluor – green autofluorescence of compounds with avidin beads – biophysical, 488/530 nm, flow cytometry, artefact control, profiling panel | actives 0.38% (n = 220,000) | fluorescence (KMESF) at 10 µM | compound fluorescence 488/530 nm; active compounds read high; in the data active = fluorescence above about 47; note: inactives centre near 10
HRas wt GTP – modulators of GTP binding to HRas wildtype, primary screen, biochemical, bead-based flow cytometry, multiplex. GTPase HRas (Homo sapiens), P01112. GTP binding activity, % at 10 µM. actives 0.14% (n = 190,000). AID 759, 2007. GST-Ras wt beads, Bodipy-FL-GTP binding; actives lie on both sides;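 active = GTP binding activity at least 20% away from the 100% baseline, either lowered as inhibitor or raised as activator; inconclusive = flagged as likely green fluorescent, judged across all proteins in the well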;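 note: 0% = unlabeled GTP competition control and 100% = no-compound control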
Target sequence (P01112 whole entry, looked up): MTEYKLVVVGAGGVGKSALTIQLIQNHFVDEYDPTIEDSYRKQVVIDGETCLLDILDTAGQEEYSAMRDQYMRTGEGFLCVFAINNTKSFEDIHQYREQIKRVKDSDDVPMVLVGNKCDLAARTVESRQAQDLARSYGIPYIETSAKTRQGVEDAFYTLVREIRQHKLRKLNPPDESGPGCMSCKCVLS
GSH fluor – compound fluorescence on glutathione beads, profiling panel, artefact control, biophysical, 488/530 nm, flow cytometry; GSH beads flow cytometry, compound fluorescence 488/530 nm; active compounds read high; fluorescence (KMESF) at 10 µM; actives 0.25% (n = 190,000); in the data active = fluorescence above about 89;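 note: glutathione beads carrying GST-tagged Bcl family fusion proteins plus one bare bead set; values are compound well signal with DMSO vehicle wells as background; inactives centre near 16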
Rac1 act GTP bind – GTP binding modulators of activated mutant Rac1, primary screen, biochemical, bead-based flow cytometry, multiplex, fluorescent GTP | Ras-related C3 botulinum toxin substrate 1 (Homo sapiens), P63000 | GST-Rac1 activated beads; actives lie on both sides; 100% means binding = to untreated wells | AID 764, 2007 | percent activity (GTP binding), % at 10 µM | actives 0.11% (n = 190,000);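 active = GTP binding at least 20 percentage points away from the 100% baseline, in either direction, so actives lie on both sides; inconclusive = Compound likely fluorescent itself, or too few beads counted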
Rab2 wt GTP – modulators of GTP binding to Rab2A wildtype, primary screen, biochemical, dog, bead-based flow cytometry, multiplex; GST-Rab2 wt beads, Bodipy-GTP binding; actives 0.19% (n = 190,000); Ras-related protein Rab-2A (Canis lupus familiaris), P61105; GTP binding activity, % at 10 µM;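 active = GTP binding activity at least 20 points away from 100%, either lowered or raised; inconclusive = signal likely due to the compound's own green fluorescence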;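 note: 0% = beads with excess unlabeled GTP and 100% = no-compound control corrected for plate trend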
Pf gametocyte – late stage P. falciparum gametocyte viability inhibitors, primary screen, ATP luminescence, HTS; P. falciparum stage V gametocytes, 24 h; inhibition, % at 10.9 µM; actives 0.065% (n = 150,000); AID 743093, 2013;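 active = inhibition above the mean plus 3 SD of compounds within the control limits, set per campaign, cut at about 38% in these data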;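 note: 0% = DMSO wells and 100% = medium only without gametocytes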
Mcl1 Bid PPI – Mcl-1/Bid binding inhibitors, primary screen, biochemical, TR-FRET, 1536-well | TR-FRET Mcl-1/Bid-Dy647 peptide binding | Induced myeloid leukemia cell differentiation protein Mcl-1 (Homo sapiens), Q07820 | inhibition, % at 21.7 µM | actives 0.97% (n = 220,000);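 active = compounds that cut the binding signal by more than half at the single screening dose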;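 note: His-tagged Mcl-1 with europium anti-His antibody binding Bid BH3 peptide; 0% = Mcl-1 plus peptide wells and 100% = peptide-only wells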
Cdc42 wt GTP – modulators of GTP binding to wildtype Cdc42, primary screen, biochemical, multiplex bead flow cytometry, Bodipy-GTP; GST-Cdc42 beads; actives lie on both sides; percent activity (GTP binding), % at 10 µM; actives 0.2% (n = 190,000); AID 761, 2007;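 active = percent activity GTP binding at least 20 points away from the 100% baseline, either down as inhibitor or up as activator; inconclusive = compound flagged as likely green fluorescent from well-wide comparison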;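 note: median bead fluorescence of bound Bodipy-FL-GTP at 100 nM; 0% = excess unlabeled GTP control and 100% = no compound control; below 100% means less GTP binding so inhibitor and above means activator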
Target sequence (P60953 whole entry, looked up): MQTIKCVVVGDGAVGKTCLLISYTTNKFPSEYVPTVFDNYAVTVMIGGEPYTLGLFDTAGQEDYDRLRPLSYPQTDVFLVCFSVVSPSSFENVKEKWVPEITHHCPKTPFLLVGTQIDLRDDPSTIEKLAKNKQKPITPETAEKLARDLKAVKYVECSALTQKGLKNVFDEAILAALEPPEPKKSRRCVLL
Rac1 wt modul – wildtype Rac1 GTP binding modulators, primary screen, biochemical, GST-Rac1 beads, flow cytometry, multiplex; GTP binding activity (% of control), % at 10 µM; fluorescent GTP binding; actives lie on both sides; 0 = cold GTP competed, 100 = untreated; actives 0.27% (n = 190,000);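 active = GTP binding activity at least 20 points away from the 100% control level, either lower or higher; inconclusive = compound flagged as likely green fluorescent, judged across all proteins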
Starred values were filed as active, the others as inactive; ? = inconclusive; / = not tested or not shown. Hits appear at their usual frequency (roughly 3% active in at least one column).

SMILES	Mcl1-Noxa inh	Rab7 wt GTP bind	Avidin fluor	HRas wt GTP	GSH fluor	Rac1 act GTP bind	Rab2 wt GTP	Pf gametocyte	Mcl1 Bid PPI	Cdc42 wt GTP	Rac1 wt modul
Cc1cc(C)cc(-n2c(C)cc(/C=N/NC(=O)CSc3ncccn3)c2C)c1	19	94	34	95	10	92	95	/	-37	94	94
Cc1n[nH]c(=O)nc1Nc1ccc(O)cc1	11	102	5	102	49	100	101	/	-31	103	105
CCOC(=O)C1=C2c3ccc4ccccc4c3CC(C)(C)N2C(=O)C1=O	31	101	2	98	5	100	99	21	-2	97	98
Cc1ccc(Sc2cc(C(F)(F)F)nc(N(C)C)n2)cc1	-2	101	7	99	29	100	100	18	-3	100	101
Cc1cccc(-c2cc(C(=O)Nc3ccc4c(c3)OCCO4)c3ccccc3n2)c1	-6	96	6	102	26	100	102	-8	-23	102	101
NC(=O)c1cc(-c2ccccc2)nc(N2CCOCC2)n1	-12	95	5	97	7	99	97	3	-35	95	95
O=c1oc2c(CN3CCOCC3)c(O)c(Cl)cc2c2c1CCCC2	12	98	27	100	20	100	101	/	-32	106	107
CCOC(=O)C1=C(C)Nc2nc(SCC)[nH]c(=O)c2C1c1ccncc1 (centres undefined)	15	96	29	99	21	95	97	/	-20	98	96
CC1=C(C(=O)OCc2ccccc2)C(c2ccc(C(F)(F)F)cc2)NC(=O)N1CCCCCC(=O)O (centres undefined)	24	98	10	101	17	99	99	6	17	101	104
CCC(C)NC(=O)C1CCC(=O)N1Cc1ccc(C)cc1 (centres undefined)	13	99	12	98	42	95	99	/	-5	96	92
Cc1ccsc1-c1nc(CN2CCN(C)C(=O)[C@@H]2C)c(C)o1	-7	99	13	99	11	98	101	18	-58	102	100
COc1cccc(Nc2nnc(SCC3CCCCO3)s2)c1 (centres undefined)	21	94	17	93	70	96	91	-30	-6	93	96
CCOC(=O)c1c(C)c(C(=O)NCc2cccnc2)c(C)n1CC	-7	100	14	101	26	97	100	6	1	101	101
Cc1ccc2nc(NCCCO)nc(-c3ccccc3)c2c1	/	97	10	96	26	95	97	/	9	98	92
N#Cc1ccccc1OCC(O)CS(=O)(=O)c1ccccc1 (centres undefined)	10	97	6	97	17	97	97	/	-14	100	99
COCCCn1c(C)nc2c(c1=O)c1nc3ccccc3nc1n2CCc1ccccc1	15	103	18	107	21	101	105	/	-3	106	105
Cc1ccc(Oc2ccc(-c3nc(N)nc(N)n3)cc2)cc1	-11	99	8	100	11	99	100	-1	3	103	101
O=C(CN1C(=O)CSC1=O)NC1CCCCC1	8	105	28	102	25	101	105	/	-25	104	109
CC(OC(=O)C1CCN(S(=O)(=O)c2ccc(Cl)cc2)CC1)C(=O)N1CCc2ccccc21 (centres undefined)	-10	103	36	103	19	99	101	/	-9	104	104
Cc1c([N+](=O)[O-])cc(C(=O)Nc2ccc(Cc3ccncc3)cc2)cc1[N+](=O)[O-]	4	102	13	101	4	103	99	-2	-15	105	108
O=C(N/N=C/c1ccc(-c2ccccc2Cl)o1)c1ccccc1	-4	94	9	93	21	94	94	9	-22	93	90
CCCCn1c(SCC(=O)Nc2cc(C(F)(F)F)ccc2Cl)nnc1C(CC)N(C)C (centres undefined)	10	97	13	98	7	99	99	14	-27	104	103
Cc1cccc(-c2nc(CSCC(=O)NCCCN3CCOCC3)c(C)o2)c1	-7	102	7	102	14	97	100	10	-27	101	102
Cc1c(C(=O)Nc2nc3ccccc3[nH]2)oc2ccccc12	-27	99	4	98	10	99	98	6	-29	96	100
c1ccc(Oc2cccc(OCCn3cncn3)c2)cc1	32	97	19	100	31	97	98	/	59*	102	100

Gathered by group, the entries above containing an NH in an aromatic ring (three)
SMILES	Mcl1-Noxa inh	Rab7 wt GTP bind	Avidin fluor	HRas wt GTP	GSH fluor	Rac1 act GTP bind	Rab2 wt GTP	Pf gametocyte	Mcl1 Bid PPI	Cdc42 wt GTP	Rac1 wt modul
Cc1n[nH]c(=O)nc1Nc1ccc(O)cc1	11	102	5	102	49	100	101	/	-31	103	105
CCOC(=O)C1=C(C)Nc2nc(SCC)[nH]c(=O)c2C1c1ccncc1 (centres undefined)	15	96	29	99	21	95	97	/	-20	98	96
Cc1c(C(=O)Nc2nc3ccccc3[nH]2)oc2ccccc12	-27	99	4	98	10	99	98	6	-29	96	100

Next section.
SMILES	Mcl1-Noxa inh	Rab7 wt GTP bind	Avidin fluor	HRas wt GTP	GSH fluor	Rac1 act GTP bind	Rab2 wt GTP	Pf gametocyte	Mcl1 Bid PPI	Cdc42 wt GTP	Rac1 wt modul
O=C(COC(=O)C1(c2ccccc2F)CCCC1)NCc1ccc2c(c1)OCO2	8	104	10	100	12	100	101	16	0	102	109
CC(=O)Nc1cccc(-c2csc(Nc3cccc(C)n3)n2)c1	16	99	6	101	24	100	101	/	4	102	102
Cc1ccc(N(CCC#N)C(=O)CCl)cc1C	24	97	9	96	7	97	96	-5	-2	98	96
CCOc1ccc(S(=O)(=O)N(CC)CC)cc1N	-2	109	8	98	13	92	98	4	-14	97	94
CCOC(=O)c1c2c(c(=S)n(-c3ccccc3)c1N)CCC2	20	101	11	99	22	98	99	-22	-65	97	98
CC(NC(=O)C(c1ccccc1)c1ccccc1)C(=O)N1CCCCC1 (centres undefined)	4	105	10	101	26	93	104	/	-16	100	100
CC1Cc2nc(SCC(=O)Nc3ccc(F)cc3)n(C)c(=O)c2S1 (centres undefined)	-6	?	22	?	22	?	?	/	-10	?	?
Fc1ccc(-n2nnc(-c3nccs3)n2)cc1	0	103	5	96	22	96	98	15	-7	95	96
CC(C)N1C(=O)CSC1c1ccc(Br)cc1 (centres undefined)	-4	93	20	94	10	95	95	-11	-15	95	97
CCOCCCNC(=O)COc1ccc(OC)cc1	12	102	6	102	11	101	104	/	-4	103	102
CCOC(=O)c1ccccc1NC(=O)CSc1nnc(Cc2cccn2C)n1-c1ccc(F)cc1	6	100	10	103	10	98	101	/	-28	103	110
O=S(=O)(c1ccc(Br)cc1)N1CCCN(Cc2cccc(F)c2)CC1	-7	96	7	97	25	97	98	8	-3	99	101
CC(C)(C)OC(=O)NC1CONC1=O (centres undefined)	21	101	5	99	9	98	96	-5	-40	99	104
O=C(O)C(Cc1cc2ccccc2[nH]1)N1C(=O)C2CC=C(Cl)CC2C1=O (centres undefined)	18	101	7	103	117*	99	103	-5	0	103	106
CC1=[N+]([O-])C(C)(C)CC(C)(C)c2ccccc21	23	101	17	102	29	102	101	5	3	102	104
O=C(Nc1ccc2nc(-c3cccs3)[nH]c2c1)c1cccs1	18	94	5	75*	46	86	77*	/	-2	75*	76*
c1ccc(-c2ccccc2OCc2nnc3n2CCC3)cc1	33	94	26	95	57	94	95	/	6	97	99
OCC1(Cc2ccccc2)CCCN(Cc2c[nH]c3ccccc23)C1 (centres undefined)	7	100	9	99	11	98	97	11	-53	100	99
CCCCn1c(N)c(N(CC)C(=O)c2ccc3c(c2)S(=O)(=O)c2ccccc2C3=O)c(=O)[nH]c1=O	32	97	10	95	29	96	98	/	-24	96	97
COc1cccc(Cn2cc(N)cn2)c1	11	98	16	92	12	91	92	-41	-40	88	91
O=C(c1ccc(Cn2c(=S)[nH]c3ccc(N4CCOCC4)cc3c2=O)cc1)N1CCN(c2ccc(F)cc2)CC1	-35	92	7	97	17	101	96	0	-116	96	101
CC(C)c1[nH]nc2c1C(c1ccco1)C(C#N)=C(N)O2 (centres undefined)	3	101	10	99	10	96	99	-14	-54	95	99
CSCC[C@H](NC(=O)c1cc([N+](=O)[O-])ccc1Cl)c1nc2ccccc2[nH]1	17	103	16	101	15	100	102	-9	-91	103	101
CCCC(C)NC(=S)Nc1cc(C)cc(C)c1 (centres undefined)	6	95	9	95	9	94	94	-3	-7	97	100
N#Cc1cnn2cc(CCN3CCOCC3)c(-c3ccc(F)cc3)nc12	20	99	3	96	10	96	98	-12	-17	94	96
CC(C)(C)NC(=O)COC(=O)c1ccccc1NC(=O)c1ccco1	20	100	10	98	15	96	98	6	-12	99	100
Cn1cccc1CC(=O)NNC(=S)Nc1ccc(Cl)cc1Cl	-8	98	7	98	10	98	99	8	-46	97	100
Cc1ccc(NC(=O)COc2ccc(Br)cc2CO)cc1	-6	102	12	100	33	101	102	28	-19	101	106
Cc1ccc(NC(=O)CN(C)C(=S)NC2CC2)cc1	-1	97	13	97	27	96	98	-3	-39	98	98

Of the compounds above, 7 have an aryl thioether with sulfur outside any ring:
SMILES	Mcl1-Noxa inh	Rab7 wt GTP bind	Avidin fluor	HRas wt GTP	GSH fluor	Rac1 act GTP bind	Rab2 wt GTP	Pf gametocyte	Mcl1 Bid PPI	Cdc42 wt GTP	Rac1 wt modul
Cc1cc(C)cc(-n2c(C)cc(/C=N/NC(=O)CSc3ncccn3)c2C)c1	19	94	34	95	10	92	95	/	-37	94	94
Cc1ccc(Sc2cc(C(F)(F)F)nc(N(C)C)n2)cc1	-2	101	7	99	29	100	100	18	-3	100	101
CCOC(=O)C1=C(C)Nc2nc(SCC)[nH]c(=O)c2C1c1ccncc1 (centres undefined)	15	96	29	99	21	95	97	/	-20	98	96
COc1cccc(Nc2nnc(SCC3CCCCO3)s2)c1 (centres undefined)	21	94	17	93	70	96	91	-30	-6	93	96
CCCCn1c(SCC(=O)Nc2cc(C(F)(F)F)ccc2Cl)nnc1C(CC)N(C)C (centres undefined)	10	97	13	98	7	99	99	14	-27	104	103
CC1Cc2nc(SCC(=O)Nc3ccc(F)cc3)n(C)c(=O)c2S1 (centres undefined)	-6	?	22	?	22	?	?	/	-10	?	?
CCOC(=O)c1ccccc1NC(=O)CSc1nnc(Cc2cccn2C)n1-c1ccc(F)cc1	6	100	10	103	10	98	101	/	-28	103	110
